HSF1 activator – increases HSF-1 driven luciferase reporter signal | NIH3T3-HGL HSF-1 luciferase reporter, MG132, 8 h; 100% = twice DMSO control signal | activation, % at 9 µM | 300,000 compounds, 1.7% hits;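 active = mean replicate activation of at least 50% with a set share of replicates each reaching 50%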;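 also: 0% = median of the neutral control wells and 100% = twice that signal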
Platelet DG rel – platelet dense granule release activity. human platelet-rich plasma, SFLLRN dense granule ATP release, luminescence. inhibition, %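 (compounds screened at 7.5 µM in platelet-rich plasma)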. 300,000 compounds, 0.22% hits;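 active = mean replicate score, as percent of positive control, at or above 50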
aSyn UTR inh – 5' untranslated region of α-synuclein, MLPCN primary screen. 300,000 compounds, 0.82% hits. inhibition, % (tested at 7.5 µM). alpha-synuclein 5'UTR reporter, inhibitor activity. AID 1813; in the data active = inhibition above about 60%;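 also: H4 neuroglioblastoma cells stably carrying SNCA 5'UTR luciferase fusion; 0% = DMSO wells and 100% = positive control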
HSF1 inh – HSF1 inhibition; NIH3T3-HGL HSE-luciferase, MG132-induced, luminescence 8 h; stronger effect = lower value; activity change, negative = inhibition, % at 7.5 µM (by protocol); 300,000 compounds, 0.77% hits; AID 2098;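 active = more than half of replicate wells show activity change below -50%, luminescence cut by over half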;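 also: luciferase reports HSF-1 transcriptional activity via heat shock element; 0% = median of DMSO wells and -100% = zero luminescence signal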
HSP90 inh – HSP90 refolding inhibition in rabbit reticulocyte lysate; luciferase refolding luminescence, 3 h; inhibition, % at 5.6 µM; 290,000 compounds, 0.91% hits;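 active = inhibition above the screen-wide mean plus 3 SD, computed separately per campaign, cut at about 16% in these data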;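 also: 0% = DMSO wells and 100% = 60 µM geldanamycin wells; inhibitors lower the luminescence because luciferase stays unfolded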
IEC-6 tox – kills IEC-6 intestinal cells in KLF5 counter-screen | 290,000 compounds, 0.78% hits | IEC-6 cytotoxicity, luminescence viability | inhibition, % at 5 µM; in the data active = inhibition above about 22%;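 also: 0% = plate median of test compound wells and 100% = cytotoxic reference compound wells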
GSK3A inh – human GSK-3 alpha kinase inhibition | inhibition, % at 10 µM | 320,000 compounds, 0.1% hits | P49840 | ADP-Glo luminescence, 60 min;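 in the data active = inhibition above about 50%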;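 also: GST-tagged GSK-3 alpha with peptide substrate and 25 µM ATP; 0% = DMSO neutral wells and 100% = GW8510 positive control wells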
Target sequence (P49840 whole entry, looked up): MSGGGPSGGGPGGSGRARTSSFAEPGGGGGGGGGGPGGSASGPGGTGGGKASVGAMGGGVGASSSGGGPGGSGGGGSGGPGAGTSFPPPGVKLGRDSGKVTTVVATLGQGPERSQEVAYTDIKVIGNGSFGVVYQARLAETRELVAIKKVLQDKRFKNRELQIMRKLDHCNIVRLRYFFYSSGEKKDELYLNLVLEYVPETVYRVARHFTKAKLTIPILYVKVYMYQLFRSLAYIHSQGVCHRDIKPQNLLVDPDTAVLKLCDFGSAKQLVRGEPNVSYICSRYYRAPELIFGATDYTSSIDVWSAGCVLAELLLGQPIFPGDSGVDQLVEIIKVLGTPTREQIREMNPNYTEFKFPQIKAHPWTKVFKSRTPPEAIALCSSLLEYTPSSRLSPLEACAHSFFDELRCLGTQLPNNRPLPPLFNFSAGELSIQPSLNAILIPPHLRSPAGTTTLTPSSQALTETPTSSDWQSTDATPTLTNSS
Dyrk1A ADPGlo – Dyrk1A (rat) kinase inhibition. Q63470. ADP-Glo luminescence, NFATc1 peptide. AID 504441. inhibition, % at 12.5 µM. 310,000 compounds, 0.43% hits; in the data active = inhibition above about 50%;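 also: plate controls were vehicle with enzyme for no effect and no enzyme for full effect; many of its hits are not listed in these tables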
KLF5 inh – inhibitors of KLF5 expression; AID 1700; inhibition, % at 5 µM; 290,000 compounds, 0.23% hits; DLD-1 KLF5 promoter-luciferase reporter, luminescence;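 active = inhibition above a per-plate limit of that plate's mean compound inhibition plus 3 SD, cut at about 60% in these data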;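 also: 0% = DMSO wells and 100% = LY294002 at 200 µM; higher means less KLF5 promoter-driven luciferase light; inactives centre near -14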
GSK3beta inhib – inhibitors of human GSK3beta kinase; P49841; GST-GSK3beta kinase, ADP-Glo luminescence, 60 min; stronger effect = lower value; activity score (negative = inhibition), % at 10 µM; 300,000 compounds, 0.038% hits;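 active = more than half of replicate wells score below -50%, meaning over 50% inhibition versus plate controls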;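 also: 0% = median DMSO wells and -100% = median GW8510 positive control wells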
Target sequence (P49841 whole entry, looked up): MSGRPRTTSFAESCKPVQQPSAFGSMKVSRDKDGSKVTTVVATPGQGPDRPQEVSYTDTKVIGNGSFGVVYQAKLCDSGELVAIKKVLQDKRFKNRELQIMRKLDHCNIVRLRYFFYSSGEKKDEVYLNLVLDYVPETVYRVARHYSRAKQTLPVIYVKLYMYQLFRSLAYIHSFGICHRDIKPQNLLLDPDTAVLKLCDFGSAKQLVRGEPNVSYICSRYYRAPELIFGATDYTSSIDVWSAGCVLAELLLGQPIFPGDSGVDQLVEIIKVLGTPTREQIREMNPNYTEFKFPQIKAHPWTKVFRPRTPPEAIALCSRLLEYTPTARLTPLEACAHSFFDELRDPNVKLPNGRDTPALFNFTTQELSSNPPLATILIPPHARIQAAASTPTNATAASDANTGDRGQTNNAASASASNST
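Test system: GST-tagged human GSK3beta kinase, cell-free; evaluation: activity score scaled between in-plate DMSO and GW8510 controls; measured by: ADP-Glo luminescence; incubation: 60 min reaction, RT; benchmarks: DMSO and 20 µM GW8510; reagent: peptide substrate plus 25 µM ATP (final); medium: Tris/MgCl2 kinase buffer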
* marks the source's active call; other numbers are inactive results; x = not tested or not shown. This is a subset; rates above refer to the full screens.

SMILES	HSF1 activator	Platelet DG rel	aSyn UTR inh	HSF1 inh	HSP90 inh	IEC-6 tox	GSK3A inh	Dyrk1A ADPGlo	KLF5 inh	GSK3beta inhib
COc1ccc(NC(=S)Nc2cc(C(F)(F)F)ccc2F)cc1	10	2	-1	5	4	4	-1	1	-6	-3
c1ccc(C2CC(c3ccccc3)n3c(nc4ccccc43)N2)cc1 (stereo unspecified)	30	1	-44	6	6	-4	-1	0	2	3
Cc1noc(C)c1C(=O)N1CCN(c2ccc(OCc3ccccc3)cc2)CC1	23	-4	-1	6	-3	-1	9	6	-34	2
CC(C)CN(C(=O)COC(=O)c1cnc(Cl)c(Cl)c1)c1c(N)n(Cc2ccccc2)c(=O)[nH]c1=O	-8	6	-12	-1	x	x	-1	-1	x	-3
COc1ccc(/C=C/C(=O)O)cc1S(=O)(=O)NC1CCS(=O)(=O)C1 (stereo unspecified)	3	9	3	-1	-1	-9	-5	-6	-2	1
CCCn1c(=O)c2ccccc2n2c(SCc3c(C(=O)OCC)oc4ccccc34)nnc12	15	0	-26	-2	3	4	1	0	-3	-5
CCOc1cc(NC(=S)NCCCOC)c(OCC)cc1NC(=O)c1ccco1	7	6	15	0	-3	-1	0	-4	18	6
O=C(c1ccco1)N1CCN(C(c2ccccc2Cl)c2nnnn2Cc2ccco2)CC1 (stereo unspecified)	x	x	x	x	-3	-4	-1	13	13	x
CCC(C)(C)c1nnc(NC(=O)C2CC(=O)N(CCc3ccc(F)cc3)C2)s1 (stereo unspecified)	0	-2	-24	3	-1	0	-1	-1	-1	2
COc1ccc(CCN(Cc2ccccn2)C(=S)Nc2cccc(C)c2)cc1OC	10	16	9	1	1	-6	-2	1	4	5
CN1CN(C)c2cccc3cccc1c23	-11	-6	21	-1	7	2	-3	-2	-20	-1
CN1CCc2c(sc(NC(=O)c3cc4cc([N+](=O)[O-])ccc4s3)c2C(N)=O)C1	1	6	2	2	-8	1	x	x	-42	0
Cc1occc1C(=O)NNC(=O)c1ccccc1F	0	14	-82	3	0	1	4	x	-4	-3
COC(=O)c1c(-c2ccccc2)csc1NC(=O)c1ccco1	74*	4	-168	35	-3	12	0	0	-60	1
COc1ccc(N(/N=C2\Sc3ccccc3C2=O)C(C)=O)cc1	60*	0	-143	26	20*	3	x	0	-201	-1
CCOc1ccccc1N(CC(=O)Nc1ccccc1C(=O)NCc1ccco1)S(C)(=O)=O	7	-7	17	5	1	-7	-2	2	-16	-2
COc1ccc(Cl)cc1S(=O)(=O)N1CCN=C1c1ccccc1	5	-5	6	-4	1	1	1	4	-14	3
CC(=O)Oc1ccccc1-c1nc(/C=C/c2ccccc2)no1	27	0	-162	30	-1	0	0	-3	-128	2
COc1ccccc1N1CCN(C(=O)c2cc(=O)c3cc(C)ccc3o2)CC1	-4	0	-37	1	6	18	0	-1	15	1
CCc1ccccc1NC(=O)N[C@H](C(=O)O)C(C)CC (stereo partly specified)	3	-8	16	1	0	-1	2	-4	-10	2

In another format: entries from further up
structure | HSF1 activator | Platelet DG rel | aSyn UTR inh | HSF1 inh | HSP90 inh | IEC-6 tox | GSK3A inh | Dyrk1A ADPGlo | KLF5 inh | GSK3beta inhib
O=C(c1ccco1)N1CCN(C(c2ccccc2Cl)c2nnnn2Cc2ccco2)CC1 (stereo unspecified) | x | x | x | x | -3 | -4 | -1 | 13 | 13 | x
CCC(C)(C)c1nnc(NC(=O)C2CC(=O)N(CCc3ccc(F)cc3)C2)s1 (stereo unspecified) | 0 | -2 | -24 | 3 | -1 | 0 | -1 | -1 | -1 | 2
COc1ccc(CCN(Cc2ccccn2)C(=S)Nc2cccc(C)c2)cc1OC | 10 | 16 | 9 | 1 | 1 | -6 | -2 | 1 | 4 | 5
CN1CN(C)c2cccc3cccc1c23 | -11 | -6 | 21 | -1 | 7 | 2 | -3 | -2 | -20 | -1
CN1CCc2c(sc(NC(=O)c3cc4cc([N+](=O)[O-])ccc4s3)c2C(N)=O)C1 | 1 | 6 | 2 | 2 | -8 | 1 | x | x | -42 | 0
Cc1occc1C(=O)NNC(=O)c1ccccc1F | 0 | 14 | -82 | 3 | 0 | 1 | 4 | x | -4 | -3
COC(=O)c1c(-c2ccccc2)csc1NC(=O)c1ccco1 | 74* | 4 | -168 | 35 | -3 | 12 | 0 | 0 | -60 | 1
COc1ccc(N(/N=C2\Sc3ccccc3C2=O)C(C)=O)cc1 | 60* | 0 | -143 | 26 | 20* | 3 | x | 0 | -201 | -1
CCOc1ccccc1N(CC(=O)Nc1ccccc1C(=O)NCc1ccco1)S(C)(=O)=O | 7 | -7 | 17 | 5 | 1 | -7 | -2 | 2 | -16 | -2
COc1ccc(Cl)cc1S(=O)(=O)N1CCN=C1c1ccccc1 | 5 | -5 | 6 | -4 | 1 | 1 | 1 | 4 | -14 | 3
CC(=O)Oc1ccccc1-c1nc(/C=C/c2ccccc2)no1 | 27 | 0 | -162 | 30 | -1 | 0 | 0 | -3 | -128 | 2
COc1ccccc1N1CCN(C(=O)c2cc(=O)c3cc(C)ccc3o2)CC1 | -4 | 0 | -37 | 1 | 6 | 18 | 0 | -1 | 15 | 1
CCc1ccccc1NC(=O)N[C@H](C(=O)O)C(C)CC (stereo partly specified) | 3 | -8 | 16 | 1 | 0 | -1 | 2 | -4 | -10 | 2

Next part.
SMILES	HSF1 activator	Platelet DG rel	aSyn UTR inh	HSF1 inh	HSP90 inh	IEC-6 tox	GSK3A inh	Dyrk1A ADPGlo	KLF5 inh	GSK3beta inhib
COc1ccc(C=O)cc1COc1c(F)c(F)cc(F)c1F	32	0	12	4	-1	0	0	3	-12	-4
CCOc1ccccc1N(C)S(=O)(=O)c1ccc2c(c1)N(C(C)=O)CCO2	-15	2	41	-5	4	4	1	3	-4	0
CC(C)CCNC(=O)c1onc(CSc2ccc(Cl)cc2)c1C(=O)NCCC(C)C	16	-2	22	-3	x	x	-22	4	x	-3
CCCCCCC(=O)Nc1nc(C)c(-c2csc(Nc3cc(Cl)ccc3C)n2)s1	5	-1	-55	7	5	2	-2	10	-12	-3
CCCn1c(=O)n(C)c(=O)c2c(SCC(=O)NCc3ccco3)nc(C3CC3)nc21	-13	12	10	4	6	2	-3	-4	-16	1
COc1cccc(CNS(=O)(=O)c2cccc(S(=O)(=O)N3CCOCC3)c2)c1	9	-2	-13	9	3	-6	0	x	-28	3
CC(=O)c1ccc(S(=O)(=O)N2CCN(C(C)=O)CC2)cc1	-12	24	24	-9	2	-5	1	x	-18	1
CCC/C=N/Nc1nnc(Cc2ccc(OC)c(OC)c2)c(=O)[nH]1	-1	-1	10	0	10	2	-3	-3	0	1
Cc1ccccc1N1CC(C(=O)Nc2nnc(SCC(=O)Nc3nccs3)s2)CC1=O (stereo unspecified)	-6	26	-2	-11	4	3	2	-3	-5	2
COC(=O)C1=C(N)Oc2c(oc(CO)cc2=O)C1c1c(F)cccc1Cl (stereo unspecified)	11	-2	-11	-1	-2	-3	1	4	2	0
CCC1CC2CC(NC(C)=O)C1C2 (stereo unspecified)	x	x	x	x	0	-1	-5	x	3	-6
COc1ccc(C2=CC(c3ccc(C)cc3)n3nnnc3N2)cc1 (stereo unspecified)	1	7	17	5	-3	4	-2	5	-51	2
CC(Oc1cc2oc(=O)c3c(c2cc1Cl)CCC3)C(=O)NCCCN1CCCC1=O (stereo unspecified)	9	-7	1	1	-1	3	0	x	-2	1
O=C(c1ccccc1)c1nn(-c2cccc(Cl)c2)ccc1=O	-2	8	14	-11	4	-1	-2	-7	0	3
CCCN1Cc2cccc(C(=O)NC(C)c3cccs3)c2C1=O (stereo unspecified)	21	-3	9	2	-2	-2	-2	-2	-24	1
O=C(Nc1nc2ccc(SC(F)F)cc2s1)c1ccc2c(c1)S(=O)(=O)c1ccccc1C2=O	-19	2	-24	1	1	4	-1	x	-7	0
OC(COc1ccc2cc(Br)ccc2c1)Cn1ccnc1 (stereo unspecified)	-4	-1	-3	-3	2	6	1	-1	-46	2
COC(=O)C(=C/C=C/N1CCOCC1)C(=O)OC	20	6	-4	18	4	0	-1	x	-9	2
CN(C)S(=O)(=O)c1ccc2c(c1)nc(CCC(=O)NCC1CCCCC1)n2C	-19	-5	13	-5	-2	-8	8	2	-6	0
CCCCC12CN3CCN(CC(C3)/C1=N\NC(=O)c1ccccc1N)C2	38	1	-71	15	-10	-3	1	-2	-17	2
CCOC(=O)c1[nH]c2cc(OC)c(OC)cc2c1NC(=O)CCN1CCSCC1	16	3	13	0	3	-5	8	x	-4	2
CCOC(=O)C(NCCc1ccc(F)cc1)(NC(=O)CC)C(F)(F)F (stereo unspecified)	-4	1	13	-9	-3	-1	-3	1	-4	-1
O=C(NC(c1ccccc1)c1ccccc1)C1CCCC1	24	-10	6	10	-1	-4	-1	0	-9	2
COc1ccc(C2N3CC4(C)CN2CC(C)(C3)C4O)cc1OC (stereo unspecified)	10	-3	8	-2	2	4	2	-3	-11	1
COc1ccc(OC)c2c1sc(=NC(=O)C(C)(C)C)n2C	-5	-8	-5	-1	-1	-8	2	1	-18	0
Fc1ccc(-c2nnsc2Sc2ccccn2)cc1	27	-1	-84	14	1	-1	-1	-3	1	1
CCC1(C)Cc2c(sc3c2c(=O)n(C)c2nnc(SCC(=O)c4ccccc4)n32)CO1 (stereo unspecified)	6	-2	-12	1	-3	8	1	7	1	3
NC(=O)CC(NC(=S)NCc1ccccc1)C(=O)O (stereo unspecified)	2	0	2	-4	-1	0	-1	1	-10	3
Oc1ccc(C[C@H]2CNCCN2CCCCC2CCCCC2)cc1	8	13	-6	18	x	x	3	5	x	2
CCOc1ccc(-c2n[nH]c(=S)n2Cc2ccccc2)cc1	-3	10	21	-11	-1	-6	0	x	-35	0
Cc1ccc(N2CCN(/N=C/C=C/c3ccccc3)CC2)cc1	-5	-5	2	0	1	-1	0	-19	-8	-1
O=C(COc1ccc2c(c1)CCC2)Nc1ccccn1	-12	38	53	-4	x	x	x	8	x	9
CCN(CC)C(=O)c1sc(NC(=O)c2ccc(Br)o2)c(C(=O)OC)c1C	-2	-4	23	-3	-1	-1	0	-2	-47	2
CCOc1ccc(CN(C)C(=O)CCl)cc1	-9	-1	-12	12	2	-4	2	x	-2	5
COc1ccc([N+](=O)[O-])c(OC)c1C(=O)NC(=O)Nc1c(F)c(F)c(F)c(F)c1F	4	-4	-23	8	0	-4	-3	6	-40	4
CNC(=O)/C(C#N)=C/c1cn(CC(=O)OC)c2ccccc12	2	-9	8	-3	0	2	-3	3	-26	-2
O=C(O)Cn1nc(C(F)(F)F)c2c1CCC2	-14	-2	18	4	1	2	-3	1	9	-4
COC(C(=O)N/N=C(\C)c1ccc(C)cc1)c1ccccc1 (stereo unspecified)	11	7	-43	-2	-1	3	-2	18	-47	5

Source: PubChem BioAssay
